# High-throughput results: PubChem BioAssay, Sanford-Burnham Center for Chemical Genomics
# MPTP block: permeability transition pore inhibition | AID 602449 | inhibition, % at 10 µM | isolated mouse mitochondria, Ca2+ swelling absorbance, 30 min | hit rate 1.4% among 360,000;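 active means inhibition of 50% or more, scaled per plate between neutral and stimulator controls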;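 further: 0% = DMSO wells given calcium and 100% = 1 mM EGTA wells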
# PfG6PD inh: PfG6PD (Plasmodium falciparum) enzyme inhibition; PfGluPho enzyme, NADPH resazurin-diaphorase fluorescence; inhibition, % at 20 µM; hit rate 0.78% among 350,000; AID 504690;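 active means inhibition reaching at least a set limit at 20 µM in the primary screen, cut at about 59% in these data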;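 further: 0% = DMSO wells with substrate and 100% = DMSO wells lacking glucose-6-phosphate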
# SENP8 block: inhibitors of human SENP8 protease | AID 602440 | inhibition, % at 20 µM | recombinant SENP8, Nedd8 substrate fluorescence | hit rate 0.64% among 360,000 | Q96LD8; in the data active means inhibition mostly above about 40%, no sharp cut-off; inactive means mostly below about 27%
# SENP6 block: SENP6 protease inhibition; Q9GZR1; Recombinant SENP6 catalytic domain, aminoluciferin luminescence; inhibition, % at 10 µM; hit rate 1.8% among 330,000; AID 2599;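 active means inhibition above about 50% at the single tested dose, limit read from the data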;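 further: plate controls were DMSO wells with enzyme for no effect and DMSO wells lacking enzyme for full effect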
# NR3A LBD binder: modulates the human NR3A ligand-binding domain | NR3A LBD differential scanning fluorimetry, Tm shift; 0% = protein alone, 100% = glycine-bound protein | Tm shift relative to glycine control, % at 25 µM | hit rate 2.5% among 340,000;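 active means melting temperature shift of at least 10% of the positive control shift, at one fixed dose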
# HKDC1 inh: blocks human hexokinase HKDC1 activity. inhibition, % at 20 µM. recombinant HKDC1, G6PDH/diaphorase resazurin coupled fluorescence. hit rate 0.16% among 340,000;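 active means inhibition above about 35% when tested at 20 µM, limit read from the data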;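 further: plate controls were DMSO wells with enzyme for no effect and DMSO wells lacking enzyme for full effect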
# Target sequence (Q2TB90 whole entry, looked up): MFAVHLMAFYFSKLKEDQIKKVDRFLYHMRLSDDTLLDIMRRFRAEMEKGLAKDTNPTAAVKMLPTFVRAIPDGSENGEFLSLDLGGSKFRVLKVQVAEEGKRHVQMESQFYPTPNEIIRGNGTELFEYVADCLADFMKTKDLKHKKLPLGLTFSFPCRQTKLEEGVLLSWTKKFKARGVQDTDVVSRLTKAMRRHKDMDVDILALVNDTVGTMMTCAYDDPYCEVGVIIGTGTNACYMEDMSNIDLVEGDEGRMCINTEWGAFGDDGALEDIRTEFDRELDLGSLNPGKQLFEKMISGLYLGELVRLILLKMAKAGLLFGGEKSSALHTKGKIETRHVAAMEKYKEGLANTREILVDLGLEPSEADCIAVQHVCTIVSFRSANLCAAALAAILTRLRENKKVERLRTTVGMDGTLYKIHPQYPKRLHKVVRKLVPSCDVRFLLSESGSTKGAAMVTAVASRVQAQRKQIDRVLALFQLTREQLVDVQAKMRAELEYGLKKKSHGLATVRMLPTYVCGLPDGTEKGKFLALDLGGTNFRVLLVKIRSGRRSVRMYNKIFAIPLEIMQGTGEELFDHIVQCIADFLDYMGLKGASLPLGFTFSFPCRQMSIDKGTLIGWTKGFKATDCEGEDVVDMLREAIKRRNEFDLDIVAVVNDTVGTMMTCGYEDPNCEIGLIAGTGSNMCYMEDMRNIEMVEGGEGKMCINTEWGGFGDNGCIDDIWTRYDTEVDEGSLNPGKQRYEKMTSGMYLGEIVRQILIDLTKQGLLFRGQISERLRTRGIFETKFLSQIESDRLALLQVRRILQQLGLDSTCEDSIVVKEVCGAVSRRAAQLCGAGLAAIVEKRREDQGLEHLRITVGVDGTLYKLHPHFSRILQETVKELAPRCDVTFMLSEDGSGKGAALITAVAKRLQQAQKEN
#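 Incubation: 90 min at room temperature in dark / Material: recombinant HKDC1 (HK5) hexokinase enzyme, produced in-house / Quantity: enzyme 5 µg/mL final / Compound: one dose of 20 µM, 1% DMSO / Reagent: glucose and ATP substrates / Buffer or medium: Tris pH 8.0 buffer with MgCl2, Tween-20, BSA, BME / Technique: resorufin fluorescence at 613 nm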
# ATG4B inh: ATG4B (human) cysteine protease inhibition; ATG4B cleavage of LC3-PLA2, NBD-HPC fluorescence, 1 h; inhibition, % at 8.33 µM; hit rate 0.51% among 340,000; in the data active means inhibition above about 40%
# SENP7 block: blocks the human protease SENP7 | inhibition, % at 5 µM | hit rate 1.5% among 330,000 | AID 434973 | recombinant SENP7, Z-RLRGG-aminoluciferin luminescence, 40 min;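 active means inhibition above about 50% at the single test dose, limit read from the data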;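 further: plate controls were DMSO with enzyme for no effect and no enzyme buffer wells for full effect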
# Starred values were filed as active, the others as inactive.
# Start of the listing, in advance:
SMILES,MPTP block,PfG6PD inh,SENP8 block,SENP6 block,NR3A LBD binder,HKDC1 inh,ATG4B inh,SENP7 block
O=C(Cc1ccccc1)NN1C(=O)C2C3C=CC(C3)[C@@H]2C1=O (stereo partly drawn),-0.1,-9,6,8,2,18,-8,-1
COc1cccc(NC(=S)NN=C2CCCCCC2)c1,-1.8,-2,3,3,-2,-28,-3,-10
COc1ccc(CNc2oc(COc3ccc(Cl)cc3)nc2C#N)cc1,6.7,5,15,-26,3,2,-1,-7
O=C(CSc1cccc[n+]1[O-])N1CCCc2ccccc21,0.2,1,-31,6,-3,-3,-3,5
Clc1ccc(CN2CCCCCCC2)cc1Cl,-0.7,-4,12,-13,1,-7,-6,2
CCOC(=O)C1=C(CS(=O)(=O)c2ccccc2)NC(=O)NC1c1ccc(OC)c(OC)c1 (stereo not drawn),0.1,-11,30,-9,0,-3,-6,-2
CC(C)Sc1nnc(NC(=O)c2ccco2)s1,3.3,25,-34,-6,0,-5,-1,16

# Results (from the top)
SMILES,MPTP block,PfG6PD inh,SENP8 block,SENP6 block,NR3A LBD binder,HKDC1 inh,ATG4B inh,SENP7 block
O=C(Cc1ccccc1)NN1C(=O)C2C3C=CC(C3)[C@@H]2C1=O (stereo partly drawn),-0.1,-9,6,8,2,18,-8,-1
COc1cccc(NC(=S)NN=C2CCCCCC2)c1,-1.8,-2,3,3,-2,-28,-3,-10
COc1ccc(CNc2oc(COc3ccc(Cl)cc3)nc2C#N)cc1,6.7,5,15,-26,3,2,-1,-7
O=C(CSc1cccc[n+]1[O-])N1CCCc2ccccc21,0.2,1,-31,6,-3,-3,-3,5
Clc1ccc(CN2CCCCCCC2)cc1Cl,-0.7,-4,12,-13,1,-7,-6,2
CCOC(=O)C1=C(CS(=O)(=O)c2ccccc2)NC(=O)NC1c1ccc(OC)c(OC)c1 (stereo not drawn),0.1,-11,30,-9,0,-3,-6,-2
CC(C)Sc1nnc(NC(=O)c2ccco2)s1,3.3,25,-34,-6,0,-5,-1,16
COc1ccc(-c2sc3ccccc3c2-c2ccc(OCCN3CCCCC3)cc2)cc1,-0.6,14,-296,-21,2,0,5,-1
O=C(COC(=O)COc1ccc(Cl)cc1)Nc1ccc2c(c1)OCCO2,-1.5,-13,12,-23,2,4,-2,-14
CCOC(=O)N1CCN(C(=O)Cc2cccc3ccccc23)CC1,1.1,-8,18,-13,-2,-7,-3,-1
CC(C)S(=O)(=O)c1csc(C(=O)NNC(=O)Nc2ccccc2)c1Cl,1.5,-10,6,10,-1,3,4,3
CC(=O)Nc1ccc(NC(=O)Cn2c(=O)n(-c3ccc(C)cc3)c(=O)c3oc4ccccc4c32)cc1,1.8,0,9,-9,-5,-2,-4,4
O=C(O)C1CC(=O)N(c2ccc3c(c2)OCCO3)C1 (stereo not drawn),-5.1,10,12,-10,4,-3,-5,-6
CCC(C(=O)NCCC(C)C)N(Cc1ccccc1Cl)C(=O)c1snc(C(N)=O)c1N (stereo not drawn),1.3,-2,-443,-16,0,3,-2,2
CN(Cc1cccc(F)c1)CC(O)COCc1ccccc1Cl (stereo not drawn),-0.6,5,1,-7,0,3,2,-8
O=C(c1cccnc1)N1CCN(c2c(Cl)cccc2[N+](=O)[O-])CC1,-1.9,-27,20,1,0,-14,-5,4
COc1cc(/C=N/n2c(SC)nnc(C(C)(C)C)c2=O)ccc1O,0.8,-3,25,-22,4,-2,-15,2
CC1S/C(=N/N=C/c2ccco2)N(Cc2ccc(F)cc2)C1=O (stereo not drawn),2.3,6,14,-12,1,1,9,-1
O=C(NCc1cccnc1)Nc1cccc(Cl)c1Cl,0.3,-7,10,-3,1,-1,-1,16
O=C(Cn1c(COc2ccccc2)nc2ccccc21)Nc1cccc(Cl)c1,35,-15,5,13,-7,-5,-12,-4
COc1ccc(CN2CCN(CC3CC3)CC2CCO)c(C)c1C (stereo not drawn),-0.9,-10,9,3,-1,6,6,5
Cc1ccc(C(=O)CS(C)(=O)=O)cc1,0.9,10,-25,-3,0,-7,-4,-4
COc1ccc(CNc2nc(=S)[nH]c3cc(OC)c(OC)cc23)cc1,-0.8,30,-9,2,3,2,-5,-5
Cn1c(=O)n(CCc2ccccc2)c(=O)c2c1nc1n2CCCN1Cc1ccccc1,0.5,9,16,-12,-6,7,13,3
Cc1ccc(NC(=O)C(=Cc2ccc(C(=O)O)cc2)C(=O)Nc2ccc(C)cc2C)c(C)c1,2.9,-6,2,3,-1,6,-6,3
Cc1ccc(O)c(C(=O)CC(=O)c2cccc(F)c2)c1,2.7,-5,11,-8,-2,-6,27,3
CCOc1ccccc1NC(=O)NCc1ccccc1,2.3,4,6,1,-1,4,2,5
CNC(=O)CC1C(=O)N(c2ccc(Cl)cc2)C(=S)N1CCc1ccc(OC)c(OC)c1 (stereo not drawn),1.3,8,15,0,-1,8,-11,6
O=C(c1cccs1)N(CC1CCCO1)c1nc(-c2ccccc2)cs1 (stereo not drawn),2.2,10,16,-1,5,15,6,2
Cc1c2c([n+]3n1CCC3)CC(C)(C)CC2=O,2.5,21,6,-6,4,-9,-5,1
O=C(CCn1nnc2ccccc21)Nc1nnc(-c2ccccc2F)s1,3.1,-7,-28,-14,-1,-14,-2,-2
COc1ccccc1CN(C)C(=O)c1ccccc1Sc1ccccc1C#N,0.5,7,3,-14,1,-6,-1,1
Cc1ccc(NC(=O)CCn2ccc([N+](=O)[O-])n2)nc1,-1.1,-16,14,3,-4,5,8,4
CCCNC(=O)c1ccccc1NC(=O)CN(c1ccccc1OCC)S(C)(=O)=O,2.8,-4,-4,-14,-1,-4,-8,-4
CCOC(=O)c1c(CN2CCCCC2)n(C)c2cc(Br)c(OC)cc12,50,13,23,-8,0,0,-10,-7
Cc1ccc(/C=C/C(=O)c2nc3ccccc3[nH]2)cc1,0.7,20,-8,-10,-22,23,-6,-4
COC(=O)C1=C(C)N=C2SC(C)C(=O)N2C1/C=C/c1ccccc1 (stereo not drawn),0.7,-23,20,11,-6,-1,-4,5
COc1cc2c(cc1OC)C(Nc1ccccc1)=NC(C)(C)C2,-0.9,-5,10,-26,-9,-11,1,-3
O=C(COC(=O)C1COc2ccccc2O1)Nc1ccccc1OC(F)F (stereo not drawn),-1.6,4,18,4,2,1,2,-1
CCOC(=O)N1CCN(c2nnc(-c3ccc(C)cc3)c3ccccc23)CC1,13,-4,16,5,-1,1,-3,6
O=C(O)CCC1=C2c3ccccc3CCN2C(=O)CC1,-0.5,-13,-3,-4,0,12,-5,4
CC(=O)N1CCCN(Cc2cn(-c3cccc(C)c3)nc2-c2cccc(F)c2)CC1,0.2,-2,19,-2,0,-4,9,7
O=C(Nc1cccc(-c2nc3cccnc3s2)c1)c1ccc(Cl)nc1,5.9,19,-82,-4,0,5,13,5
CCOC(=O)c1cc2c(nc1N)CCCC2,0.6,-8,-391,-27,0,-8,-5,-7
CC12CCC(C(=O)N3CCN(Cc4ccccc4)CC3)(OC1=O)C2(C)C (stereo not drawn),-1.7,-19,7,-36,1,-9,3,3
CC(C)N1CCC(n2nccc2NC(=O)c2ccc3c(c2)OCO3)CC1,-0.9,-5,4,-13,-1,-2,5,10
NC(=O)c1ccsc1NC(=O)CSc1nnc(NC2CC2)s1,1.3,9,8,-20,-3,-10,-18,3
CCOC(=O)NN1C(=O)c2ccccc2NC1c1ccccc1 (stereo not drawn),-0.4,-5,-284,0,-3,-7,9,1
FC(F)Oc1ccc(NC(=S)NCc2ccccc2)cc1Cl,100*,13,8,1,-2,-4,36,-7
O=C(NCC1CCCO1)/C(=C/c1cn(-c2ccccc2)nc1-c1cccnc1)NC(=O)c1ccccc1 (stereo not drawn),-1.3,-9,7,-26,1,-4,-3,4
COc1ccc(CC(=O)OCC(=O)NCc2ccccc2Cl)cc1,1.3,-12,11,8,0,-2,8,-1
COCCCN1C(=O)C(O)=C(C(C)=O)C1c1cccc(F)c1 (stereo not drawn),-1.6,-5,11,-2,3,4,0,-5
O=C(N/N=C/c1cccc([N+](=O)[O-])c1)c1cccc2cc[nH]c12,0.5,3,-11,-26,-29,-5,-1,-2
COc1ccc(NC(=O)Nc2ccc(F)cc2F)c(C)c1,3.2,3,18,-3,-1,-9,-3,4
COc1cc(C(=O)NCC(=O)OCc2ccc(F)cc2)cc(OC)c1OC,0.1,1,2,5,2,-8,0,0
C/C(=N\OCC(=O)N/N=C/c1ccccc1)c1cccs1,-0.8,10,18,-3,-1,6,-15,2
CCn1cc(CN2CCC(n3nccc3NC(=O)c3cccc(F)c3)CC2)cn1,0.0,-4,-4,-9,3,-5,26,0
O=C(NCC1CCCO1)c1cc2cc(F)ccc2[nH]1 (stereo not drawn),-1.3,-1,-14,-18,4,-2,4,-5
COc1ccc(-n2ncc3c2CC(C)(C)CC3NC(=O)CCn2nc(C)cc2C)cc1 (stereo not drawn),0.5,-6,6,7,-2,4,0,6
COc1cccc(CN2CC(C(=O)NCCCc3ccncc3)CCC2=O)c1 (stereo not drawn),-2.0,-4,3,3,3,1,-1,5

# New compounds follow:
SMILES,MPTP block,PfG6PD inh,SENP8 block,SENP6 block,NR3A LBD binder,HKDC1 inh,ATG4B inh,SENP7 block
CCCC12CN3CCN(CC(C3)/C1=N\NC(=O)c1ccccc1Cl)C2,-1.9,-8,3,5,0,-4,-7,-3
Cc1c(C(=O)N2CCCC2)oc2c1-c1[nH]ncc1CC2,-0.5,22,-21,-14,-1,11,-4,0
COc1ccccc1-c1noc(-c2ccccc2C(=O)N2CCOCC2)n1,-0.5,10,30,-1,-4,-6,0,-1
O=C(O)c1ccccc1NC(=O)c1ccccc1-c1ccccc1C(=O)O,-1.0,-5,11,-7,-2,0,-2,9
Cc1ccc(NS(=O)(=O)c2cc(C(=O)N(C)C)ccc2C)cc1C,-2.2,2,16,-17,-1,-9,-1,0
Cc1cc(C(=O)N/N=C/c2cc(Cl)cc([N+](=O)[O-])c2O)n[nH]1,-2.9,-18,25,-1,-5,-13,12,-6
